Assay outcomes from PubChem BioAssay.
C diff growth = inhibitors of Clostridium difficile growth | Clostridium difficile clinical isolate growth, OD600, 24 h; hits give low values | growth activity, negative = inhibition, % at 16 µg/mL (by protocol) | hit rate 0.25% among 86,000;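 active means mean growth activity at or below -80% and every replicate also at or below -80%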;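 further: 0% = DMSO wells and -100% = levofloxacin 16 µg/mL wells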
Pf Dd2 inh = inhibitors of Plasmodium falciparum Dd2 growth; P. falciparum Dd2 growth, SYBR Green, 72 h; hits give low values; activity change, % at 10 µM; hit rate 2.3% among 94,000; AID 1159554; in the data active means activity change below about -80%
KDM4C inh = KDM4C (human) demethylase inhibition; Q9H3R0; GST-KDM4C 2-372, H3K9me3 peptide, LANCE TR-FRET; inhibition, % at 12.5 µM; hit rate 0.15% among 96,000; AID 720574;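 active means mean replicate inhibition above about 25%, with at least 55% of replicates also reaching it, limit read from the data, passing the limit was not always enough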
Target sequence (Q9H3R0 2-372 limits assumed): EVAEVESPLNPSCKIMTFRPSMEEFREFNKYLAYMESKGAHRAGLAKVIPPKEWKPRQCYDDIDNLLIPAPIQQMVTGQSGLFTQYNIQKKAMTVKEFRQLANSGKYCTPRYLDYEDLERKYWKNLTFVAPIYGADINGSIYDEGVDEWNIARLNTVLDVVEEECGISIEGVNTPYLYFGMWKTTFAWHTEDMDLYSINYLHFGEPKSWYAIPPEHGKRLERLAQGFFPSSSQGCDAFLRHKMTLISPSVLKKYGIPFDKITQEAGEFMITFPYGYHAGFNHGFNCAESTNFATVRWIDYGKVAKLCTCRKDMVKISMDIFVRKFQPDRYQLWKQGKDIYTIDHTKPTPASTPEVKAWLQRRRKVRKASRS
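Assay system: GST-GASC-1 enzyme fragment 2-372 | Amount: 10 nM enzyme | Medium: HEPES buffer, pH 7.5, plus ascorbate | Reagent: H3K9me3 peptide substrate, Fe(II), 2-oxoglutarate | Doses: Single-point compound screen | Incubation: 30 min demethylation and 1 h detection at room temperature | Measured by: LANCE TR-FRET, excitation 340 nm, emissions 618 and 671 nm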
T cruzi growth = T. cruzi proliferation inhibition | T. cruzi beta-gal in NIH3T3, GalScreen luminescence, 90 h | hit rate 5.9% among 77,000 | inhibition, % at 8.34 µM;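 active means mean inhibition above about 93%, with at least 55% of replicates each passing it, limit read from the data, passing the limit was not always enough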
The depositor's hits bear a star; . = no result given; & = joins results of further samples. No enrichment for hits. Share with any hit: about 6.7%.

1	COc1ccc(S(=O)(=O)N(C)C[C@@H]2Oc3ccc(NS(C)(=O)=O)cc3CC(=O)N([C@@H](C)CO)C[C@@H]2C)cc1
2	C[C@H]1CN([C@@H](C)CO)C(=O)CCCn2cc(nn2)CO[C@H]1CN(C)Cc1ccc(Oc2ccccc2)cc1
3	COc1ccc(CN(C)C[C@H]2OCCCC[C@H](C)Oc3ccc(NS(C)(=O)=O)cc3C(=O)N([C@H](C)CO)C[C@H]2C)cc1
4	C[C@H](NC(=O)[C@H]1[C@H](CO)[C@H]2Cn3c(ccc(-c4cccnc4)c3=O)[C@H]2N1C)c1ccccc1
5	C[C@H]1CN([C@@H](C)CO)C(=O)c2cc(C#CCN(C)C)cnc2O[C@@H]1CN(C)C(=O)c1ccc2c(c1)OCO2
6	Cc1ccc(S(=O)(=O)N(C)C[C@H]2Oc3ccc(NC(=O)NC(C)C)cc3C(=O)N([C@@H](C)CO)C[C@H]2C)cc1
7	C[C@@H]1CN([C@@H](C)CO)C(=O)c2cc(NS(=O)(=O)c3cccs3)ccc2O[C@@H]1CN(C)S(=O)(=O)c1cccs1
8	C[C@@H]1CCCCO[C@H](CN(C)Cc2ccc(C(=O)O)cc2)[C@@H](C)CN([C@@H](C)CO)C(=O)c2cc(NC(=O)C3CCCCC3)ccc2O1
9	O=C(C[C@@H]1CC[C@H]2[C@@H](COC[C@H](O)CN2S(=O)(=O)c2cccc(Cl)c2)O1)Nc1ccccc1
10	COCC#Cc1cnc2c(c1)C(=O)N([C@@H](C)CO)C[C@@H](C)[C@@H](CN(C)C(=O)CN1CCOCC1)O2
assay / entry | 1 | 2 | 3 | 4 | 5 | 6 | 7 | 8 | 9 | 10
C diff growth | 4 | 0 | 7 | -2 | -2 | 3 | . | -7 | -13 | 0
Pf Dd2 inh | -20 | -42 | 13 | -1 | 30 | 7 | 10 | 8 | 2 | 57
KDM4C inh | 8.0 | 1.6 | 3.3 | 3.6 | 1.6 | -0.5 | 5.7 | 1.1 | -0.2 | 0.9
T cruzi growth | -1 | -52 | 41 | 86 | . | 44 | 36 | -15 | 0 | .

Record cards (already shown).
C[C@H](NC(=O)[C@H]1[C@H](CO)[C@H]2Cn3c(ccc(-c4cccnc4)c3=O)[C@H]2N1C)c1ccccc1 in the list: C diff growth = -2; Pf Dd2 inh = -1; KDM4C inh = 3.6; T cruzi growth = 86
C[C@H]1CN([C@@H](C)CO)C(=O)CCCn2cc(nn2)CO[C@H]1CN(C)Cc1ccc(Oc2ccccc2)cc1 in the list: C diff growth = 0; Pf Dd2 inh = -42; KDM4C inh = 1.6; T cruzi growth = -52
COc1ccc(CN(C)C[C@H]2OCCCC[C@H](C)Oc3ccc(NS(C)(=O)=O)cc3C(=O)N([C@H](C)CO)C[C@H]2C)cc1 in the list: C diff growth = 7; Pf Dd2 inh = 13; KDM4C inh = 3.3; T cruzi growth = 41

New compounds follow:
11	COc1cccc(S(=O)(=O)N2CCCCN3[C@H](CO)[C@H](c4ccc(C#CC(C)C)cc4)[C@H]3C2)c1
12	C[C@H](CO)N1C[C@H](C)[C@@H](CN(C)Cc2ccc(C(=O)Nc3ccccc3N)cc2)Oc2ccc(NC(=O)C3CC3)cc2CC1=O
13	C[C@H]1CCCCO[C@H](CN(C)C(=O)Nc2cccc3ccccc23)[C@@H](C)CN([C@@H](C)CO)C(=O)c2cc(NC(=O)Nc3cccc4ccccc34)ccc2O1
14	C[C@H](CO)N1C[C@H](C)[C@@H](CN(C)CC2CCCCC2)Oc2ccc(NS(=O)(=O)c3ccccc3)cc2C1=O
15	COc1ccc(S(=O)(=O)N(C)C[C@@H]2Oc3ccc(NC(=O)Nc4cccc5ccccc45)cc3C(=O)N([C@H](C)CO)C[C@@H]2C)cc1
16	COCC(=O)N1CC[C@@H]2[C@H]1c1cc(-c3cccc(C(=O)N(C)C)c3)ccc1N[C@@H]2CO
17	CN(C)C(=O)c1ccc(-c2ccccc2[C@H]2[C@@H](CO)N(C(=O)C3CCC3)[C@H]2C#N)cc1
18	CCC(=O)Nc1ccc2c(c1)C(=O)N(C)[C@H]1CC[C@@H](CC(=O)N3CCc4ccccc4C3)O[C@H]1CO2
19	C[C@H]1CN([C@@H](C)CO)C(=O)c2cc(-c3cccc(F)c3)cnc2O[C@@H]1CN(C)S(C)(=O)=O
20	COCC(=O)N(C)C[C@H]1Oc2ncc(C#CC(C)(C)O)cc2C(=O)N([C@H](C)CO)C[C@@H]1C
assay / entry | 11 | 12 | 13 | 14 | 15 | 16 | 17 | 18 | 19 | 20
C diff growth | 54 | -3 | . | 1 | -3 | -1 | -9 | -3 | 0 | -3
Pf Dd2 inh | -69 | -47 | -33 | 19 | -26 | 7 | -7 | -2 | 22 | 11
KDM4C inh | 0.8 | 1.1 | -0.4 | 0.6 | -1.8 | 3.5 | -0.2 | 1.1 | . | 1.3
T cruzi growth | 97* | 5 | 50 | -1 | 30 | 86 | . | -1 | 37 | .

21	C[C@@H]1CN([C@H](C)CO)C(=O)CCCn2cc(nn2)CO[C@@H]1CN(C)C(=O)OCc1ccccc1
22	C[C@@H]1CCCCO[C@H](CN(C)C)[C@@H](C)CN([C@H](C)CO)C(=O)c2cc(NC(=O)NC3CCCCC3)ccc2O1
23	C[C@@H]1CN([C@@H](C)CO)C(=O)c2cc(NC(=O)Nc3ccccc3)ccc2O[C@@H](C)CCCCO[C@@H]1CN(C)C(=O)c1ccccc1
24	CCCNC(=O)c1cc2c(c(-c3cccc(-c4ccc(F)cc4)c3)n1)[C@H](CCO)N([S@@](=O)C(C)(C)C)C2
25	C[C@@H]1CCCCO[C@H](CN(C)Cc2ccc3c(c2)OCO3)[C@H](C)CN([C@H](C)CO)C(=O)c2cc(N(C)C)ccc2O1
26	C[C@@H]1CN([C@@H](C)CO)C(=O)c2cccc(NC(=O)CCCCCC(=O)Nc3ccccc3N)c2O[C@@H]1CN(C)C(=O)Nc1ccc(F)cc1
27	C[C@H]1CCCCO[C@@H](CN(C)C(=O)Nc2ccc(C(F)(F)F)cc2)[C@@H](C)CN([C@@H](C)CO)C(=O)c2cc(NS(=O)(=O)c3ccc(F)cc3)ccc2O1
28	COc1ccc2c3c([nH]c2c1)[C@@H](CO)N(C(=O)Nc1ccccc1F)CC31CCN(C(=O)c2ccccc2F)CC1
29	CN(C)C(=O)C[C@@H]1CC[C@H](NC(=O)c2ccc(F)cc2)[C@H](CO)O1
30	CO[C@H]1CN(C)C(=O)c2ccc(NC(=O)C3CCC3)cc2OC[C@@H](C)N(Cc2nccs2)C[C@H]1C
assay / entry | 21 | 22 | 23 | 24 | 25 | 26 | 27 | 28 | 29 | 30
C diff growth | -1 | -2 | -4 | . | -2&0 | -4 | 4 | 7 | . | .
Pf Dd2 inh | 4 | . | -52 | -34 | -42&-37 | -86* | -46 | -60 | 8 | .
KDM4C inh | -0.7 | 1.2 | -2.0 | 1.3 | -0.8 | -1.1 | 0.5 | -3.7 | -0.7 | 4.3
T cruzi growth | -1 | 2 | -2 | 73 | 80&83 | . | 87 | . | 12 | 36

31	C[C@@H]1CN([C@@H](C)CO)C(=O)Cc2cc(NC(=O)CCC(F)(F)F)ccc2O[C@@H]1CN(C)Cc1ccccc1
32	C/C=C/c1ccccc1[C@H]1[C@@H](C#N)N(C(=O)Cc2ccccn2)[C@@H]1CO
33	C[C@@H]1CCCCO[C@@H](CN(C)Cc2ccc(C(=O)O)cc2)[C@H](C)CN([C@H](C)CO)C(=O)c2cc(NS(=O)(=O)c3cccs3)ccc2O1
34	COc1ccc(S(=O)(=O)Nc2ccc3c(c2)CC(=O)N([C@H](C)CO)C[C@@H](C)[C@H](CN(C)C(=O)Nc2ccc(C(F)(F)F)cc2)O3)cc1
35	C[C@@H]1CN([C@@H](C)CO)C(=O)c2c(c3ccccc3n2C)-c2ccccc2CO[C@@H]1CN(C)C(=O)C1CC1
36	CO[C@H]1CN(C)C(=O)c2cc(NC(=O)c3ccccc3F)ccc2OC[C@@H](C)NC[C@@H]1C
37	Cc1noc(C)c1S(=O)(=O)N(C)C[C@@H]1OCCCC[C@@H](C)Oc2ccc(NC(=O)CCC(F)(F)F)cc2C(=O)N([C@H](C)CO)C[C@H]1C
38	COc1cccc(NC(=O)C[C@@H]2CC[C@@H]3[C@@H](COc4ccc(NC(=O)C5CCC5)cc4C(=O)N3C)O2)c1
39	CC(=O)N(C)C[C@H]1Oc2cc(-c3cccc(C#N)c3)ccc2S(=O)(=O)N([C@@H](C)CO)C[C@@H]1C
40	C[C@@H]1CN([C@H](C)CO)C(=O)c2cccc(NC(=O)CCCCCC(=O)Nc3ccccc3N)c2O[C@H]1CN(C)C(=O)Nc1ccc(F)cc1
assay / entry | 31 | 32 | 33 | 34 | 35 | 36 | 37 | 38 | 39 | 40
C diff growth | -3 | -1 | 0 | -11 | -4 | . | . | -3 | -2 | 7
Pf Dd2 inh | -27 | 2 | 28 | 2 | 9 | 25 | 7 | -53 | 25 | -62
KDM4C inh | 0.0 | 0.1 | 0.8 | -0.2 | 2.0 | 0.2 | 2.3 | 9.0 | -3.1 | -1.5
T cruzi growth | 43 | . | -101 | 19 | 77 | 24 | 5 | . | 36 | .

(cont.)
Every second line gives: C diff growth | Pf Dd2 inh | KDM4C inh | T cruzi growth
[41] COCC#Cc1cnc2c(c1)C(=O)N([C@H](C)CO)C[C@@H](C)[C@H](CN(C)C(=O)C1CCOCC1)O2
→ -4 | 21 | -1.0 | -69
[42] C[C@@H]1CCCCO[C@@H](CN(C)C(=O)CCC(F)(F)F)[C@@H](C)CN([C@H](C)CO)C(=O)c2cc(NC(=O)c3ccccc3)ccc2O1
→ 2 | 6 | 1.7 | -16
[43] C[C@H]1CCCCO[C@H](CN(C)Cc2ccc(C(=O)O)cc2)[C@@H](C)CN([C@@H](C)CO)C(=O)c2cc(NS(=O)(=O)c3ccc(F)cc3)ccc2O1
→ -6 | 42 | 0.1 | 12
[44] C[C@@H]1CN([C@H](C)CO)C(=O)c2cc(NC(=O)Cn3cnnn3)ccc2O[C@@H]1CN(C)Cc1ccccc1
→ -1 | -2 | -2.4 | 10
[45] C[C@H](O)C#Cc1cnc2c(c1)C(=O)N([C@@H](C)CO)C[C@@H](C)[C@H](CN(C)C(=O)CN1CCOCC1)O2
→ 1 | 31 | -0.3 | 56
[46] C[C@@H]1CN([C@@H](C)CO)C(=O)c2cc(NS(=O)(=O)c3cccs3)ccc2O[C@@H](C)CCCCO[C@@H]1CN(C)C(=O)Nc1ccc(C(F)(F)F)cc1
→ -11 | -82* | -1.4 | .
[47] C[C@H](CO)N1C[C@H](C)[C@@H](CN(C)CC2CC2)Oc2ccc(NC(=O)Cc3ccccc3)cc2CC1=O
→ -1 | -11 | -0.9 | 1
[48] COc1ccc(CN(C)C[C@H]2Oc3c(NC(=O)Nc4ccccc4)cccc3C(=O)N([C@H](C)CO)C[C@H]2C)cc1
→ 3 | -29 | 0.6 | -27
[49] CCC(=O)N1CC[C@H]2[C@@H]1c1cc(-c3cccc(OC)c3)ccc1N(C)[C@H]2CO
→ -7 | -1 | 0.2 | 99*
[50] COc1cccc(CNC(=O)[C@H]2[C@H](CO)[C@H]3Cn4c(ccc(C5=CCCCC5)c4=O)[C@@H]2N3)c1
→ 0 | 17 | -1.8 | -47
[51] C[C@H](CO)N1C[C@H](C)[C@H](CN(C)C(=O)NC2CCCCC2)Oc2ccc(NC(=O)Nc3cccc4ccccc34)cc2C1=O
→ -1 | -23 | 11 | 43
[52] CC(C)C#Cc1ccc2c(c1)O[C@@H](CN(C)C(=O)C1CCC1)[C@@H](C)CN([C@H](C)CO)S2(=O)=O
→ . | -44 | -2.0 | 80
[53] CO[C@@H]1CN(C)C(=O)c2ccc(NS(C)(=O)=O)cc2OC[C@H](C)N(C(=O)C2CCOCC2)C[C@H]1C
→ . | 2 | -0.7 | -30
[54] COc1ccc(S(=O)(=O)Nc2ccc3c(c2)CC(=O)N([C@H](C)CO)C[C@@H](C)[C@@H](CN(C)Cc2ccc(C(F)(F)F)cc2)O3)cc1
→ 14 | 1 | 0.1 | 83
[55] C[C@H](CO)N1C[C@H](C)[C@H](CN(C)S(=O)(=O)c2ccccc2)Oc2c(NC(=O)NC3CCCCC3)cccc2C1=O
→ 5 | -25 | -1.4 | 50
[56] C[C@H](CO)N1C[C@H](C)[C@@H](CN(C)S(=O)(=O)c2ccc(Cl)cc2)OCCCC[C@H](C)Oc2ccc(NC(=O)Cc3ccccc3)cc2C1=O
→ 6 | -41 | -1.3 | 40
[57] C[C@H]1CN([C@@H](C)CO)C(=O)c2c(c3ccccc3n2C)-c2ccccc2CO[C@@H]1CN(C)C(=O)Nc1cccc(Cl)c1Cl
→ 14 | -84* | -4.8 | .
[58] C[C@H](CO)N1C[C@H](C)[C@H](CN(C)S(=O)(=O)c2cccc(F)c2)Oc2ncc(C#Cc3ccc(F)cc3)cc2C1=O
→ 6 | -68 | -2.6 | 80
[59] CC(C)c1cn(CC[C@@H]2CC[C@H](NC(=O)C3CCC3)[C@@H](CO)O2)nn1
→ 0 | -1 | 2.7 | .
[60] COc1ccccc1NC(=O)N(C)C[C@H]1OCc2cn(nn2)CCCC(=O)N([C@@H](C)CO)C[C@@H]1C
→ 3 | -10&13 | -1.0 | -39&1
[61] O=C(C[C@H]1CC[C@@H](NC(=O)C2CCC2)[C@H](CO)O1)NC1CCC1
→ 6 | -12 | 3.9 | .
